Screening data: PubChem, Small Molecule Screening Facility, UW Madison
SSB-PriA inh – K. pneumoniae PriA-SSBct interaction inhibition | AlphaScreen SSBct-PriA binding, biotinylated peptide | inhibition, % at 33 µM | 430,000 tested, 0.6% active | AID 1272365; in the data active = inhibition mostly above about 37%, no sharp cut-off; inactive = mostly below about 20%;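 note: plate controls were negative control peptide for no effect and reference peptide for full effect; strong numbers were not always called active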
* marks the source's active call; other numbers are inactive results; & = joins results of further samples.

What do the screens show for `C=CCN(CC=C)S(=O)(=O)c1ccc(C(=O)Nc2nc3c(s2)C(=O)CC(C)(C)C3)cc1`?
SSB-PriA inh: -15.0

Results for C=CCN1C(=O)/C(=C/c2ccc(OCC(=O)O)cc2)SC1=Nc1nccs1 ?
SSB-PriA inh: 10.0&-5.0

Results for COCCN(Cc1ccsc1)C(=O)CSCc1ccccc1 ?
SSB-PriA inh: -10.0

Results for COc1cc(-c2nnc(NC(=O)c3ccccc3F)o2)cc(OC)c1OC ?
SSB-PriA inh: -20.0

How did CCOc1ccc(NC(N)=Nc2nc(C)c(C)c(=O)[nH]2)cc1 do in these assays?
SSB-PriA inh: -9.8

How did CC(C)(C)C(=O)N1CCc2ccc(NC(=O)c3ccco3)cc21 do in these assays?
SSB-PriA inh: 8.0

How did O=C(CCCn1nc(-c2ccc(F)cc2)ccc1=O)Nc1ccc(Cl)c(Cl)c1 do in these assays?
SSB-PriA inh: -11.0

Results for N#Cc1c(N2C(=O)CC(Sc3ccccc3C(=O)O)C2=O)sc2c1CCCC2 (stereo not drawn) ?
SSB-PriA inh: 18.0

What do the screens show for `COC(=O)CS[C@H]1CCN(C(=O)Cc2cccc3ccccc23)C1`?
SSB-PriA inh: -1.0

Results for CCc1ccc(-c2cnc(NC(=O)c3sc4ccccc4c3Cl)s2)cc1 ?
SSB-PriA inh: 2.0

What do the screens show for `O=C(NN=Cc1cccc(Oc2ccc([N+](=O)[O-])cc2[N+](=O)[O-])c1)c1cncc(Br)c1`?
SSB-PriA inh: -1.0

How did COc1cccc(C(=O)NCCc2csc(-c3ccc(C(F)(F)F)cc3)n2)c1OC do in these assays?
SSB-PriA inh: -4.0

Results for O=C(c1ccccc1Cl)N(C(=O)N1CCCCC1)c1ccccc1 ?
SSB-PriA inh: -3.0

What do the screens show for `Cc1ccccc1C1CCN(C(=O)Cn2cnc3ccccc3c2=O)CCS1` (stereo not drawn)?
SSB-PriA inh: -8.0

Results for Cn1nc(C2CCN(C(=O)COc3cccc4c3OC(C)(C)C4)CC2)n(C2CC2)c1=O ?
SSB-PriA inh: -14.0

What do the screens show for `COc1ccc(Br)cc1[C@@H](NC(N)=O)C(=O)O`?
SSB-PriA inh: -10.0

Results for CCOC(=O)C1CCN(C(=O)c2ccc(COc3cccc4c3OC(C)(C)C4)cc2)CC1 ?
SSB-PriA inh: 9.0

How did CNC(=S)NN=Cc1ccccc1Cl do in these assays?
SSB-PriA inh: 5.0

Results for Cc1cc(C)c2c(c1)C(=NN=c1sc3ccccc3n1C)C(=O)N2 ?
SSB-PriA inh: -12.9

How did O=C(NCCOc1ccc(F)cc1)c1ccc(Cl)c([N+](=O)[O-])c1 do in these assays?
SSB-PriA inh: 12.0

Entries from the list above with fluorine (4):
Results for COc1cc(-c2nnc(NC(=O)c3ccccc3F)o2)cc(OC)c1OC ?
SSB-PriA inh: -20.0

How did O=C(CCCn1nc(-c2ccc(F)cc2)ccc1=O)Nc1ccc(Cl)c(Cl)c1 do in these assays?
SSB-PriA inh: -11.0

How did COc1cccc(C(=O)NCCc2csc(-c3ccc(C(F)(F)F)cc3)n2)c1OC do in these assays?
SSB-PriA inh: -4.0

How did O=C(NCCOc1ccc(F)cc1)c1ccc(Cl)c([N+](=O)[O-])c1 do in these assays?
SSB-PriA inh: 12.0

Further records follow.
Results for COc1ccccc1-c1ccc(N2CCN(C(=O)Nc3ccc4c(c3)OCO4)CC2)nn1 ?
SSB-PriA inh: -1.0

How did O=C(c1ccc(F)cc1Cl)N1CCC(n2ccnn2)C1 (stereo not drawn) do in these assays?
SSB-PriA inh: 5.0

How did CCOC(=O)c1c(-c2ccc(F)cc2)csc1NC(=O)CSc1nc2sc3c(c2c(=O)n1-c1ccccc1)CCC3 do in these assays?
SSB-PriA inh: 7.0

How did O=C(NCCC12CC3CC(CC(C3)C1)C2)c1ccc(F)cc1 do in these assays?
SSB-PriA inh: -27.0

How did O=C(Cn1nc(C2CC2)c2cnn(-c3ccc(F)cc3)c2c1=O)NCc1ccc(F)cc1 do in these assays?
SSB-PriA inh: -1.0

Results for Cc1ccc2nc(C3CN(C(=O)c4ccc(Br)o4)C3)[nH]c2c1 ?
SSB-PriA inh: 0.0

Results for CCOC(=O)CCC(=O)N1CCN(C(=O)c2cnn3ccccc23)CC1 ?
SSB-PriA inh: 6.0

What do the screens show for `CSc1ccc(C2NC(=O)NC3=C2C(=O)N(CC2CCCO2)C3)cc1` (stereo not drawn)?
SSB-PriA inh: 4.0

What do the screens show for `CN(C)c1ccc(/C=N\Nc2nc(-c3cc4ccccc4oc3=O)cs2)cc1`?
SSB-PriA inh: -3.0

What do the screens show for `O=C(NCC(c1ccc2c(c1)OCO2)N1CCN(c2ccccc2F)CC1)Nc1cccc(Cl)c1` (stereo not drawn)?
SSB-PriA inh: 5.0

Results for Cc1cc(O)cc(=O)n1Cc1cccnc1 ?
SSB-PriA inh: 0.0

Results for O=S(=O)(NCc1ccccc1-c1ccsc1)c1ccc(Cl)s1 ?
SSB-PriA inh: -15.0

How did O=C(NCC1CCCN1c1ccccc1)Nc1ccc(F)cc1 (stereo not drawn) do in these assays?
SSB-PriA inh: 19.0

How did O=c1[nH]c(=S)c2c(n1Cc1ccncc1)CCCC2 do in these assays?
SSB-PriA inh: 3.0

What do the screens show for `O=S(=O)(Cc1cccc(Cl)c1)NCc1ccsc1`?
SSB-PriA inh: -6.0

What do the screens show for `Cc1ccc(NC(=O)C(=O)NC[C@@H](c2ccc(F)cc2)N2CCN(C)CC2)cc1C`?
SSB-PriA inh: 7.0

What do the screens show for `O=[N+]([O-])C=C1C=CC=CN1Cc1ccc(Cl)cc1`?
SSB-PriA inh: 11.5

What do the screens show for `O=C1CC2(CCN(C(=O)c3cc4ccccc4oc3=O)CC2)Oc2ccccc21`?
SSB-PriA inh: 1.0

How did O=c1c(Cl)c(C(F)(F)F)[nH]n1-c1ccccc1 do in these assays?
SSB-PriA inh: 2.0

What do the screens show for `CCOc1ccc(-c2c(C(=O)NN=C(C)c3cccs3)nnn2-c2nonc2N)cc1`?
SSB-PriA inh: 1.5

Results for Cc1cc(O[C@H]2CCN(C(=O)c3cccc(OCc4ccccc4)c3)C2)cc(=O)o1 ?
SSB-PriA inh: 0.0

Results for CCS(=O)(=O)Nc1cccc(C2=NN(C(=O)c3cccs3)[C@H](c3ccc(F)cc3)C2)c1 ?
SSB-PriA inh: -9.0

How did COC(C)(CNC(=O)c1ccc2nsnc2c1)c1cccc(Cl)c1 (stereo not drawn) do in these assays?
SSB-PriA inh: 6.0

Results for CCCS(=O)(=O)N1CCCc2ccc(NS(=O)(=O)c3cccc(C)c3)cc21 ?
SSB-PriA inh: 1.0

What do the screens show for `Cc1ccc(Nc2cc(C)nc(N3CCN(C(=O)c4c(F)cccc4F)CC3)n2)cc1`?
SSB-PriA inh: -5.0

How did COc1ccc(Br)c(C(=O)N2CC(N3C(=O)CCC3=O)C2)c1 do in these assays?
SSB-PriA inh: -16.0

Results for C[C@H](Cc1ccccc1Sc1ccc(O)cc1)N(C)C ?
SSB-PriA inh: -5.3

How did O=C(NCCc1c[nH]c2ccccc12)C(=O)Nc1ccncc1 do in these assays?
SSB-PriA inh: 5.0

How did O=C(Nc1cccc(-c2ccc3nncn3n2)c1)c1ccc2ccccc2n1 do in these assays?
SSB-PriA inh: -10.0&1.0

Results for Cc1ccc(Nc2sc(C(=O)c3ccc(F)cc3)c(N)c2S(=O)(=O)c2ccccc2)c(C)c1 ?
SSB-PriA inh: -8.0

How did O=S(=O)(NCc1csc(-c2ccccc2)n1)c1ccc2ccccc2c1 do in these assays?
SSB-PriA inh: -16.0

What do the screens show for `COc1ccc(NC(=O)Cn2nc3ccc(SC4CCCCC4)nn3c2=O)cc1OC`?
SSB-PriA inh: -7.0

How did C/C(=N\NC(=O)CCn1nnc2ccccc21)c1cccc([N+](=O)[O-])c1 do in these assays?
SSB-PriA inh: -4.0

Results for COC(=O)c1c(C(C)(C)C)oc2c1cc(NS(=O)(=O)c1cccs1)c1ccccc12 ?
SSB-PriA inh: 32.0

Results for O=C(CC=NOCc1c(Cl)cccc1Cl)c1cnc(-c2ccccc2)s1 ?
SSB-PriA inh: -5.3

How did Cc1ccc(C)c2[nH]c(=O)c(CCNC(=O)c3ccc(C(F)(F)F)cc3)cc12 do in these assays?
SSB-PriA inh: 0.0

Results for Cc1nc(C)c(C(=O)NCCNC(=O)c2ccc(NC(=O)C3CC3)cc2)s1 ?
SSB-PriA inh: -11.0&10.0

What do the screens show for `CCCOc1ccc(C=NNc2ccccn2)cc1OC`?
SSB-PriA inh: 9.6

Results for CCn1nc(C(=O)Nc2nc3c(Cl)c(Cl)ccc3s2)cc1C ?
SSB-PriA inh: -2.0

How did COc1ccccc1C(CNC(=O)c1ccc2c(c1)OCO2)OC (stereo not drawn) do in these assays?
SSB-PriA inh: -10.0

Overlap with the part before: five entries, then new ones.
How did Cc1ccc(C)c2[nH]c(=O)c(CCNC(=O)c3ccc(C(F)(F)F)cc3)cc12 do in these assays?
SSB-PriA inh: 0.0

Results for Cc1nc(C)c(C(=O)NCCNC(=O)c2ccc(NC(=O)C3CC3)cc2)s1 ?
SSB-PriA inh: -11.0&10.0

What do the screens show for `CCCOc1ccc(C=NNc2ccccn2)cc1OC`?
SSB-PriA inh: 9.6

Results for CCn1nc(C(=O)Nc2nc3c(Cl)c(Cl)ccc3s2)cc1C ?
SSB-PriA inh: -2.0

How did COc1ccccc1C(CNC(=O)c1ccc2c(c1)OCO2)OC (stereo not drawn) do in these assays?
SSB-PriA inh: -10.0

How did O=C(Nc1nccs1)c1ccc(Cl)c(N2C(=O)CCS2(=O)=O)c1 do in these assays?
SSB-PriA inh: -3.0

How did O=C(Nc1nc2ccc3ccccc3c2s1)c1ccc(S(=O)(=O)N2CCc3ccccc3C2)cc1 do in these assays?
SSB-PriA inh: -1.0

How did Cc1cc(NC(=O)CSc2ncnc3c2oc2ccccc23)no1 do in these assays?
SSB-PriA inh: 0.0

How did CC(C)c1nc(S(=O)(=O)NCC(O)c2csc3ccccc23)cn1C (stereo not drawn) do in these assays?
SSB-PriA inh: -7.0

Results for O=C(c1ccco1)N1CCc2ccc(NS(=O)(=O)Cc3ccccc3F)cc2C1 ?
SSB-PriA inh: 4.0

What do the screens show for `COc1ccc(CCC(=O)Nc2sc(SCC(N)=O)nc2-c2ccccc2)cc1`?
SSB-PriA inh: 24.0

How did Cc1cc(C)c(NC(=O)COc2ccc(-c3nnc(C)o3)cc2)c(C)c1 do in these assays?
SSB-PriA inh: -20.0

Results for Cc1ccc(NC(=O)CSc2ncc(S(=O)(=O)c3ccc(Br)s3)c(N)n2)cc1 ?
SSB-PriA inh: -3.0&0.0

Results for COc1cc(C=NNc2ccc3ccccc3c2)ccc1OC(=O)c1ccco1 ?
SSB-PriA inh: 9.2

How did COC(=O)C1CCN(C(=O)C2CN(C(C)=O)C2)CC1 do in these assays?
SSB-PriA inh: -15.0

How did COc1cccc2cc(C(=O)N3CC(c4nc(Cc5ccccc5)no4)C3)oc12 do in these assays?
SSB-PriA inh: -14.0

How did CNC(=O)C(=O)NC[C@@H](c1ccc2c(c1)CCO2)N(C)C do in these assays?
SSB-PriA inh: -7.0

What do the screens show for `Cc1onc(-c2ccccc2Cl)c1C(=O)NCc1ccsc1`?
SSB-PriA inh: -6.0

How did CC1CCCC(C)N1C(=O)COc1ccc(C(=O)NN=Cc2ccc(C(=O)O)cc2)cc1 (stereo not drawn) do in these assays?
SSB-PriA inh: -13.6

Results for COc1ccc(C(=O)NCCN2CCOC(c3ccccc3)C2)cc1OC (stereo not drawn) ?
SSB-PriA inh: -7.0

Results for O=C(O)c1nccc2ncccc12 ?
SSB-PriA inh: -8.0

Results for CCOC(=O)c1oc2ccccc2c1NC(=O)c1ccc(C)c([N+](=O)[O-])c1 ?
SSB-PriA inh: 3.0

How did Cc1ccc(C=NNC(=O)c2nnn(-c3nonc3N)c2CSc2ccccc2)o1 do in these assays?
SSB-PriA inh: 3.4

What do the screens show for `CN(C)C(CNC(=O)NCc1cccc2ccccc12)c1ccsc1` (stereo not drawn)?
SSB-PriA inh: -11.0

What do the screens show for `O=C(COc1ccccc1[N+](=O)[O-])NN=Cc1ccc(OC(=O)c2ccco2)cc1`?
SSB-PriA inh: -10.9

What do the screens show for `CN=C1SC(CC(=O)Nc2ccc(C)cc2Br)C(=O)N1C` (stereo not drawn)?
SSB-PriA inh: -12.0

How did CCN(CC)c1ccc(/C=N/NC(=O)c2cccc3cc[nH]c23)cc1 do in these assays?
SSB-PriA inh: inactive

What do the screens show for `COc1cc(OC)c(C=NNC(=O)c2ccncc2)c(OC)c1`?
SSB-PriA inh: -3.2

What do the screens show for `O=C1NC(=S)S/C1=C\c1ccccc1F`?
SSB-PriA inh: 5.0

How did COc1ccc2[nH]c3c(c2c1)CCCC3=NN do in these assays?
SSB-PriA inh: -9.9

How did COc1ccc(S(=O)(=O)N2CCC(c3nc(-c4cccc(Br)c4)no3)CC2)cc1 do in these assays?
SSB-PriA inh: -19.0

How did COc1ccc(Cl)cc1C(=O)Nc1nnc(-c2cccc([N+](=O)[O-])c2)s1 do in these assays?
SSB-PriA inh: 10.0

Results for COc1cc(C=NNC(=O)CCC(=O)Nc2ccc(C)cc2)ccc1O ?
SSB-PriA inh: -2.0

How did Cn1c(=NC(=O)c2cccc(C(=O)N=c3sc4cccc(F)c4n3C)n2)sc2cccc(F)c21 do in these assays?
SSB-PriA inh: -2.0

What do the screens show for `CCc1nnc(-c2ccc(NC(=O)c3cccc(OC)c3OC)cc2)o1`?
SSB-PriA inh: -36.0&-13.0

How did O=C(NCC1CCN(c2ncccn2)CC1)c1cc(-c2ccco2)on1 do in these assays?
SSB-PriA inh: -12.0

How did Cc1ccc(-n2ncc3c(C4CC4)nn(CC(=O)N4CCc5ccccc54)c(=O)c32)c(C)c1 do in these assays?
SSB-PriA inh: -13.0&-11.0

Results for CC1CCN(C(=O)c2csc(Nc3ccccc3)n2)CC1 ?
SSB-PriA inh: -1.0

How did O=C(NCCC(O)c1ccc2c(c1)OCO2)c1cc2ccccc2o1 (stereo not drawn) do in these assays?
SSB-PriA inh: -11.0

Results for Cc1ccc(Sc2ccc(N3CCCC(C(=O)N4CCN(c5ccccn5)CC4)C3)nn2)cc1 (stereo not drawn) ?
SSB-PriA inh: -7.0

The list is partial. The share of hits here may be higher or lower than overall.
